# Screening data from PubChem BioAssay.
# LDHA block: qHTS assay for inhibitors of human lactate dehydrogenase. purified LDHA, NADH/diaphorase-resazurin fluorescence; stronger effect = lower value. activity change, % (values are at about 110 or 230 µM). 480,000 tested, 0.15% active. AID 1347041, 2019; in the data active = activity change below about -30%; inconclusive = mostly about -25% to -30%;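 also: plate controls were DMSO wells for no effect and wells without enzyme for full effect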
#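 LDH5 2 nM; NADH 0.06 mM, pyruvate 0.2 mM; 200 mM Tris pH 7.4, EDTA, Tween-20; 5 min RT. Detection: diaphorase 0.133 mg/mL + resazurin 37 µM, fluorescence ex540/em590 at 0 and 20 min; normalized to enzyme-free and DMSO wells.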
# Anesthetic bind: qHTS Assay for Identification of Novel General Anesthetics | Ferritin light chain (Equus caballus), P02791 | apoferritin/1-aminoanthracene competitive binding, fluorescence | Potency, µM (top dose mostly 77.5 µM), for inactives: at the highest dose activity change, negative = displacement, most hits filed as inhibitors | 350,000 tested, 0.074% active; also: potency is read from the fitted curve at half-maximal effect; % is scaled to controls: 0 for no effect and ±100 for the full control effect; nearly all actives have a fitted effect of over 20% in size
# Target sequence (P02791 2-175 limits assumed): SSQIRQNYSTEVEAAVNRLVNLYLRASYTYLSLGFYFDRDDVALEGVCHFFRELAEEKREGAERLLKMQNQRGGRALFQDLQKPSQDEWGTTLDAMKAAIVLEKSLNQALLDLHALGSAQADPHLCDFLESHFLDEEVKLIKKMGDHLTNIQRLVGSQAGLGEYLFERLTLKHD
#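 Horse-spleen apoferritin (10 uM) in 50% saturated 1-aminoanthracene in PBS was incubated 10 min at room temperature with compound. Fluorescence (ex 380, em 535 nm) was normalized to free and bound 1-AMA, with concentration-response fitted by a four-parameter Hill equation.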
# ALOX12 inh: Primary qHTS assay for inhibitors of human arachidonate 12S-lipoxygenase (ALOX12): Round 2. Polyunsaturated fatty acid lipoxygenase ALOX12 (Homo sapiens), P18054. purified 12hLO, xylenol orange hydroperoxide absorbance. Potency, µM (top dose mostly 108 µM), inactives show at the highest dose activity change, negative = inhibition, hits mostly inhibitors. 580,000 tested, 1.1% active. AID 1671190, 2021; also: potency is read from the fitted curve at half-maximal effect; % is scaled to controls: 0 for no effect and ±100 for the full control effect
# Target sequence (P18054 whole entry, looked up): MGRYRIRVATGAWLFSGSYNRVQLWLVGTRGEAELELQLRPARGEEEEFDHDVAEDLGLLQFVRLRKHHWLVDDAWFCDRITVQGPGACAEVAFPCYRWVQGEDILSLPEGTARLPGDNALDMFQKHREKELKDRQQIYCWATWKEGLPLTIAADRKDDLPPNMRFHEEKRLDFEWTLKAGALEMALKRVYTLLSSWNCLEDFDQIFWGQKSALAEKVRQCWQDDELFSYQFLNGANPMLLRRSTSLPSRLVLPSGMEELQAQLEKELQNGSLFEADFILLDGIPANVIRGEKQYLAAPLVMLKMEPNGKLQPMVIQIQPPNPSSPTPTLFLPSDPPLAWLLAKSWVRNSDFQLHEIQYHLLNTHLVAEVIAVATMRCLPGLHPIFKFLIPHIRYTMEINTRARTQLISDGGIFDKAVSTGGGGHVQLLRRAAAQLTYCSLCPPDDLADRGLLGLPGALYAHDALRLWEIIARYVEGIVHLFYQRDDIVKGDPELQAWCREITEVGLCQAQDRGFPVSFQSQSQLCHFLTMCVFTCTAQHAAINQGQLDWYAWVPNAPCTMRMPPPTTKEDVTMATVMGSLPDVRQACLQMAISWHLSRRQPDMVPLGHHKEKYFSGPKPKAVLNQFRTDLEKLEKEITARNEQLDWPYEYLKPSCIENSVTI
#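 Purified human 12hLO at 150 nM in 25 mM Hepes, 0.01% Triton X-100, pH 7.0, preincubated 15 min at room temperature with compound. Reaction started with 40 uM arachidonic acid, 30 min at room temperature. Hydroperoxide measured by Fe-xylenol orange, 573/405 nm absorbance ratio.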
# APEX1 inh: qHTS Assay for Inhibitors of the Human Apurinic/apyrimidinic Endonuclease 1 (APE1). Potency, µM (series often up to 65.8 µM), for inactives: top-dose activity change, negative = inhibition, most hits filed as inhibitors. DNA repair nuclease/redox regulator APEX1 (Homo sapiens), P27695. AID 2517, 2012. 350,000 tested, 0.35% active. recombinant APE1, TAMRA/BHQ-2 abasic DNA cleavage fluorescence;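 also: potency is read from the fitted curve at half-maximal effect; plate controls were vehicle for no effect and reference inhibitor for full effect; nearly all actives have a fitted effect of over 55% in size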
#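 Measures dequenching upon AP-site incision of a 5'-TAMRA/3'-BHQ-2 THF-containing duplex, 50 nM; human APE1 0.75 nM after 15 min room-temperature exposure to compound; kinetic three-point read at one-minute spacing.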
# RGS4 inh: Inhibitors of Regulator of G Protein Signaling (RGS) 4: qHTS; 390,000 tested, 0.039% active; Transcreener GDP fluorescence polarization, RGS4-accelerated GTP hydrolysis; Regulator of G-protein signaling 4 (Homo sapiens), P49798; Potency, µM (doses to about 114 µM), inactives show at the top dose activity change, negative = inhibition, hits mostly inhibitors; also: potency is read from the fitted curve at half-maximal effect; % is scaled to controls: 0 for no effect and ±100 for the full control effect; nearly all actives have a fitted effect of over 75% in size; some results filed as inactive show a strong effect at the top dose
# Target sequence (P49798 whole entry, looked up): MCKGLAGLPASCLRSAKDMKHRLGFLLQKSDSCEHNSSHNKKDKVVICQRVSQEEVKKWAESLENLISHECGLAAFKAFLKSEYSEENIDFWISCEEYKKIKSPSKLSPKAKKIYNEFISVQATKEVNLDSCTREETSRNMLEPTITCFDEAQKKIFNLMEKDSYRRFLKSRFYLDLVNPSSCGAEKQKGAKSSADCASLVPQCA
#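 MLSMR compounds (23 nl, pin-transferred) preincubated 10 min at room temperature with a 500nM (2x) first reagent, then RGS4 at 900nM (2x) plus Transcreener GDP mix added; fluorescence polarization (620/688 nm) read before and after 90 min at 30 °C.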
# POLH inh: qHTS for Inhibitors of Polymerase Eta; DNA polymerase eta (Homo sapiens), Q9Y253; recombinant Pol eta, fluorescent DNA replication assay; Potency, µM (series often up to 114 µM), for the others: top-dose activity change, negative = inhibition, actives largely listed as inhibitors; 390,000 tested, 1.2% active; AID 588591, 2011; also: potency is read from the fitted curve at half-maximal effect; % is scaled to controls: 0 for no effect and ±100 for the full control effect
#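 Pol eta at 10 nM preincubated with compounds 15 min at room temperature; reaction started with fluorescent substrate (50 nM final) and read kinetically at 0 and 10 min.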
# ERG-DNA inh: qHTS for Small Molecule Inhibitors of the ERG Ets/DNA interaction | fluorescence polarization, His-ERG Ets domain / labelled DNA | Potency, µM (highest dose often 76.9 µM), for inactives: at the top dose FP activity, negative = inhibition, usual class: inhibitors | 370,000 tested, 0.028% active | AID 624246, 2012; active = well fitted inhibition curve with a large enough effect in the polarisation, with a control signal flat; inconclusive = small, poorly fitted or top-dose-only effect, or effect the other way, or a change in a side signal; inactive = no such curve, though single readings can be large or run the other way; the % refers to the polarisation;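 also: polarization taken with two DNA probes labelled with fluorescein and Texas red; potency is read from the fitted curve at half-maximal effect; % of control where 0% means no effect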
#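 His-tagged ERG Ets domain (1 uM in the protein solution; 300mM KCl, 50mM Tris-HCl, 1mM EDTA, 1mM DTT, pH 7.5) received compound, then a probe mix of 5 nM fluorescein-DNA and 100nM Texas-615-DNA. Fluorescence polarization was read for both dyes.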
# Pol kappa inh: qHTS for Inhibitors of Polymerase Kappa. DNA polymerase kappa (Homo sapiens), Q9UBT6. purified Pol kappa, fluorescent DNA synthesis assay, 10 min. Potency, µM (titrated, usually from 107 µM), for the others: top-dose activity, negative = inhibition, usual class: inhibitors. 400,000 tested, 0.53% active; also: potency is read from the fitted curve at half-maximal effect; % is scaled to controls: 0 for no effect and ±100 for the full control effect
#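 Inhibition of 10 nM Pol kappa is measured by a fluorescent read-out at 0 and 10 min following addition of 50 nM substrate (final), with a 15-min room-temperature compound preincubation.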
# Pol beta inh: qHTS Assay for Inhibitors of DNA Polymerase Beta; Potency, µM (top dose mostly 114 µM), without a hit: at the top dose activity change, negative = inhibition, actives largely listed as inhibitors; 340,000 tested, 1.3% active; AID 485314, 2010; Pol beta primer extension/strand displacement, fluorescence kinetic; also: potency is read from the fitted curve at half-maximal effect; % is scaled to controls: 0 for no effect and ±100 for the full control effect
#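 Pol beta (10 nM) was preincubated with compound for 15 min at room temperature. The reaction was then started with 50 nM substrate and read immediately and after a further 10 min at room temperature.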
# The depositor's hits bear a star; ? = inconclusive; nt = not tested or not shown; & = joins results of further samples; [ ] = another dose, or the depositor's remark. Unless noted, calls follow the shape of the dose curve; as a rule, active = well fitted curve in the direction sought with a large enough effect; inconclusive = small, poorly fitted or top-dose-only effect, or another doubt; inactive = no such curve, though single readings can be large; an effect the other way counts as inactive or inconclusive.
SMILES,LDHA block,Anesthetic bind,ALOX12 inh,APEX1 inh,RGS4 inh,POLH inh,ERG-DNA inh,Pol kappa inh,Pol beta inh
C[n+]1c2n(c3ccccc31)N=C(c1ccc(Br)cc1)CS2,7,-14%,?,0%,?,-9%,-3%,-7%,1%
COc1cc(OC)c(NC(=O)CCc2ccccc2)cc1Cl,2,?,-4%,17%,-24%,-15%,1%,4%,21%
COc1ccc2c(c1OC)C(=O)OC2Nc1nc(-c2ccc(-c3ccccc3)cc2)cs1 (centres undefined),0,-19%,-25%,20%,-47%,?,-21%,8%,?
S=C(c1ccccc1)N1CCCC1,-5,-4%,0%,-9%,-10%,-3%,-11%,-9%,-2%
CCOC(=O)N1CCN(C(=O)c2cn(C)c3ccc(S(=O)(=O)N4CCC(C)CC4)cc3c2=O)CC1,-3,-6%,-8%,0%,-18%,-6%,2%,-1%,35%
COC(=O)c1c(C)[nH]c(C(=O)COC(=O)Cc2ccc3c(c2)OCCO3)c1C,4,?,-9%,-6%,15%,-19%,-10%,-7%,8%
Cn1cccc1/C=N\NC(=O)C1COc2ccc(C(C)(C)C)cc2O1 (centres undefined),0,?,22%,-27%,-1%,-27%,3%,-3%,-1%
CCOC(=O)c1ccccc1NC(=O)c1cn(CC)c2nc(C)ccc2c1=O,-6,-21%,15%,2%,18%[11.4 µM],39%[activator],4%,-7%,-2%
COc1cccc(NC(=O)CS(=O)(=O)c2cccc3nsnc23)c1,2,-2%,-19%,-10%,-17%,-18%,12%,12%,16%
COc1ccc(-c2nn(-c3ccccc3)cc2/C=C2/SC(=S)N(CCCC(=O)O)C2=O)c(C)c1,-5,-12%,?,30µM*,?,?,-6%,?,5%
CCOc1ccc(/C=N/Nc2ccccc2)cc1,2,-12%,?,14%,-7%,-25%,5%,-7%,9%
COCCNC(=O)C(C)OC(=O)c1cc2occc2n1C (centres undefined),2,-4%,-2%,-1%,9%,-1%,nt,-14%[60.1 µM],?
O=C(CCC(=O)Nc1nnc(C2CCCCC2)s1)Nc1ccc(F)cc1,-5,-1%,-9%,84%[activator],2%,-18%,-1%,5%,-1%
COc1cccc(-c2nnc(SCC(=O)Nc3cc(C)ccc3OC)n2N)c1,-18,-20%,0%,-2%,2%,-4%,2%,-11%,3%
COc1cccc(NC(=O)C(NCCC(C)C)c2ccccc2)c1 (centres undefined),3,-19%,?,-1%,10%,-4%,2%,-10%,4%
Cc1c(C#N)sc(C(N)=O)c1C,-7,-5%,12%,0%,27%,-2%,-7%,-8%,23%
CCOc1ccccc1C(=O)N[C@H](C(=O)OCC(=O)Nc1nnc(-c2ccccc2)o1)C(C)C,-5,nt,2%,nt,-14%,-7%,-13%,-15%,nt
Cc1ccccc1NS(=O)(=O)c1ccc(F)cc1,-5,-24%,-18%,1%,-26%,-19%,5%,0%,-22%
COc1ccc(Nc2nc(N)nc(SCc3nnc(C)s3)n2)cc1,-1,-15%,0%,-2%,32%,5%,-13%,-9%,-3%
COc1ccc(-c2nnc(SCC(=O)/C(C#N)=C(\C)N)o2)cc1,-4,-15%,-15%,1%,3%,-11%,0%,-10%,-11%
COc1cc(-c2nn3c(Cc4ccccc4)nnc3s2)cc(OC)c1OC,4,-5%,-11%,21%,-53%,-8%,2%,-3%,-2%
COC(=O)COc1ccc(S(=O)(=O)Nc2ccccc2C(=O)OC)cc1,-1,7%,20%,-2%,-12%,1%,nt,-2%,4%
O=C(Nc1cccc(Cl)c1)NC1CC2CCC1C2 (centres undefined),-1,?,5%,-21%,6%,-19%,11%,6%,49%
Cc1cc(NC(=O)COn2nnc3ccc(Cl)cc32)no1,-5,7%,-8%,0%,-33%,-24%,3%,-11%,0%
Cc1cc(C)n(-c2ccc(NC(=O)C3CCCCN3C(=O)c3ccc(C)s3)cc2)n1 (centres undefined),-4,-15%,-14%,3%,21%,-9%,0%,-6%,48%
CCOC(=O)Cc1c[nH]c2ccc([N+](=O)[O-])cc12,3,nt,4%,nt,4%,-4%,-8%,-17%,nt
Cc1ccc(NC(=S)N/N=C/c2c(C)nn(-c3ccccc3)c2N2CCCC2)cc1,-13,-6%,?,0%,-23%,-12%,-4%,-6%,6%[57.1 µM]
CCOC(=O)c1c(/N=C/c2ccc(C)cc2O)sc2c1CCN(C)C2,-13,-6%,8%,3%,10%,-8%,2%,-9%,7%
O=C(NNS(=O)(=O)c1ccccc1Cl)C1COc2ccccc2O1 (centres undefined),-8,nt,-4%,7%,-39%,-20%,2%,-1%,nt
CC(C)OCCCNC(=O)C1CCC(=O)N1C1CCCC1 (centres undefined),-5,-8%,3%,3%,4%,-19%,4%,-6%,5%
Cc1ccc2nc(N3CCOCC3)c3nncn3c2c1,-18,-8%,33%[activator],-2%,12%,-18%,1%,-6%,?
Cc1ccc(CNS(=O)(=O)c2ccc3c(c2)N(C)CCO3)cc1,-5&0,2%,?,-20%,20%,-6%,-3%,-9%,1%
CCCc1ccc(Oc2cc(C)nc(N3CCOCC3)n2)cc1,4,-9%,-3%,0%,21%,-7%,7%,-3%,1%
COc1ccc(-c2c(C#Cc3ccsc3)c3cc(-c4ccc(CN5CCOCC5)cc4)ccc3n2C)cc1,-2,nt,-2%,2%,-3%,-5%,12%,-6%,nt
CC(=O)N(Cc1ccccc1)c1c(N)nc(N)[nH]c1=O,-10,nt,130%[activator],nt,20%,-3%,-5%,-2%,nt
COc1cc(NC(=O)c2ccccc2)c(OC)cc1NC(=O)CN1C(=O)NC2(CCCCC2)C1=O,1,nt,-3%,12%,-7%,-15%,-10%,6%,nt
O=C(NCc1cccnc1)c1cc(-c2ccccc2)on1,4,-5%,17%,14%,11%,7%,-7%,6%,30%
COc1ccccc1CNc1nc2ccccc2c2nc(-c3cccnc3)nn12,-9,-2%,3%,nt,-8%,2%,-1%,4%,1%
NC(=O)C1CCN(C(=O)CSc2nc3ccccc3s2)CC1,-5,-15%,0%,1%,19%,4%,-7%,2%,-3%
O=S(=O)(NC1CC2CCC1C2)c1ccc(Cl)cc1 (centres undefined),-8,?,0%,32%,31%,-4%,5%,-2%,-23%

# Shown with tabs: 3 of the compounds above
canonical_smiles	LDHA block	Anesthetic bind	ALOX12 inh	APEX1 inh	RGS4 inh	POLH inh	ERG-DNA inh	Pol kappa inh	Pol beta inh
CC(C)OCCCNC(=O)C1CCC(=O)N1C1CCCC1 (centres undefined)	-5	-8%	3%	3%	4%	-19%	4%	-6%	5%
Cc1ccc2nc(N3CCOCC3)c3nncn3c2c1	-18	-8%	33%[activator]	-2%	12%	-18%	1%	-6%	?
Cc1ccc(CNS(=O)(=O)c2ccc3c(c2)N(C)CCO3)cc1	-5&0	2%	?	-20%	20%	-6%	-3%	-9%	1%

# (listing goes on)
SMILES,LDHA block,Anesthetic bind,ALOX12 inh,APEX1 inh,RGS4 inh,POLH inh,ERG-DNA inh,Pol kappa inh,Pol beta inh
CC(C)CC(=O)Nc1ccc2c(c1)nc(CCN1CCCCC1)n2C,2,-10%,2%,12%,-1%,-17%,1%,-10%,21%
CC1(C(=O)NNC(=O)c2ccc([N+](=O)[O-])cc2)CC1(Br)Br (centres undefined),3,2%,9%,-15%,24%[11.4 µM],6%,10%,-20%,31%
CCC(=O)Nc1ccc2nc(SCc3ccccc3)sc2c1,-10,?,-3%,nt,-1%,nt,0%,-12%,-2%
CC(C)n1nccc1N(Cc1ccc(Cl)cc1)S(=O)(=O)c1ccccc1,-4,-4%,0%,?,-10%,-22%,6%,-8%,34%
O=C(CCc1nnc2ccc(NCc3ccc(F)cc3)nn12)NC1CCCC1,-7,6%,2%,24%,-3%,-14%,15%,4%,-3%
CC(=O)C1=C(O)CC(c2ccccc2)CC1=NCCc1c(C)[nH]c2ccccc12 (centres undefined),-7,-1%,66%[activator],?,-1%,-22%,7%,10%,-9%
Clc1ccccc1CN1CCC(Cc2ccccc2)CC1,-10,4%,?,9%,-1%,-19%,5%,-5%,-19%
O=C(NCCC1CCCCN1S(=O)(=O)c1ccccc1)C(=O)NC1CCCC1 (centres undefined),-9,nt,-7%,5%,-2%,-11%,-2%,-4%,nt
COc1ccc(C2=C(C)C(=O)N(Cc3ccc(C(=O)Nc4cc(C)ccc4C)cc3)S2(=O)=O)cc1,-1,-13%,-13%,nt,7%,nt,7%,4%,14%
Cc1ccc(C(=O)NNC(=O)CSc2nnc(-c3ccccc3)n2Cc2ccccc2)cc1,0,-9%,1%,-1%,8%,-22%,-8%,2%,-11%
COc1ccc(Cl)cc1NC(=O)C1CCN(C(=O)Nc2ccccc2)CC1,1,nt,-25%,-8%,-8%,-4%,-1%,0%,nt
CCOc1cccc(-c2c(C(=O)N/N=C/c3ccc(Br)cc3)nnn2-c2nonc2N)c1,-3,-21%,6%,?,1%,-21%,18%,0%,?

# This is a subset; count on the stated rates, not on these rows.
